Assay outcomes deposited in PubChem BioAssay by Johns Hopkins Ion Channel Center.
CHT inh = human CHT choline transport inhibition | 310,000 tested, 0.86% active | B-score at 10 µM | Q9GZV3 | CHT-expressing cells, membrane potential dye, choline response; stronger effect = lower value;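 active = B-score over 3 SD under the library average, and starting fluorescence ratio not unusually high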;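 also: choline stimulus applied at its EC90 after an EC20 pre-addition; B-score computed on integrated fluorescence ratio after choline addition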
KCNQ2 block = KCNQ2 potassium channel inhibitors, primary screen, cell-based, CHO-K1, FluxOR thallium flux, B-score (AID 2156); 20 min; stronger effect = lower value; B-score at 10 µM; 310,000 tested, 1.1% active;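 active = fluorescence ratio B-score at most minus 3 library SDs, with starting brightness B-score within 2 library SDs, cut at about -5.5 in these data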
Target sequence (O88943 whole entry, looked up): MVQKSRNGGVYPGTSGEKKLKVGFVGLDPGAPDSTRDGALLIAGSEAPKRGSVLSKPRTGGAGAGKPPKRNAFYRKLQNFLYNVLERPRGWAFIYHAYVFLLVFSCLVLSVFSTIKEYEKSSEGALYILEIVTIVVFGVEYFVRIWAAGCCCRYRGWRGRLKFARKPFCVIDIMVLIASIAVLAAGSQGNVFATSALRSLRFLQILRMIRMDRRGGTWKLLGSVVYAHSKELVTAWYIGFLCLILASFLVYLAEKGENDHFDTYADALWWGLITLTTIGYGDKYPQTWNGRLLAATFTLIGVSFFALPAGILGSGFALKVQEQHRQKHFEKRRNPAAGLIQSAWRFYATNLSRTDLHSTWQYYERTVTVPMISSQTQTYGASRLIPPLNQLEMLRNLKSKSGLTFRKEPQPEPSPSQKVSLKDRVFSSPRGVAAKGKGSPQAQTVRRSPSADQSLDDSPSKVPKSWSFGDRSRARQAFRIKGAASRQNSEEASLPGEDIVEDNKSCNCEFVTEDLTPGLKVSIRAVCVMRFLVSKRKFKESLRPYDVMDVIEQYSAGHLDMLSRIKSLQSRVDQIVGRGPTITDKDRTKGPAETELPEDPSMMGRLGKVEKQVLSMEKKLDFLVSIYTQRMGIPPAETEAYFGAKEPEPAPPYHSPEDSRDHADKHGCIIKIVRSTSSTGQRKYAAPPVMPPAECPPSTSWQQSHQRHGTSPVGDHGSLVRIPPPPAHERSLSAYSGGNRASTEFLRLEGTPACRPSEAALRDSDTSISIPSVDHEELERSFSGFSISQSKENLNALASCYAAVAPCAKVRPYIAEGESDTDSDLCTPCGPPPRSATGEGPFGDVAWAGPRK
An asterisk follows results filed as active; i = inactive; · = no result given. An unsorted share of the library (roughly 1.9% active in at least one column).

CHT inh | KCNQ2 block | compound
i | i | COc1ccc(S(=O)(=O)N2CCCCC2)cc1NC(=O)Cc1c[nH]c2ccccc12
i | i | CCOC(=O)C(O)(CC(=O)Nc1ccc(Cl)cc1Cl)C(F)(F)F (stereo unspecified)
i | i | CCN1C(=NCCOC)N[C@@H](CCc2ccccc2)[C@H](C(=O)OC)[C@H]1C
i | i | O=C(CCc1ccccc1)NNC(=O)C1CCCCC1
i | i | COc1ccc(-c2ccc(CCC(=O)O)n2NC(N)=O)cc1
i | i | C=CCn1c(SCC(=O)NC2CCCCC2)nnc1C1CCCCC1
i | i | Fc1ccc(-c2n[nH]c(=S)c3ccccc23)cc1
i | i | CC(C)=C1SC(N2CCOCC2)=NC1=O
i | i | CC(=O)c1c(C)[nH]c(C(=O)OC2CCCCC2=O)c1C (stereo unspecified)
i | i | COc1ccc(-c2nn(-c3ccccc3)cc2C#N)cc1
i | i | CCNc1sc(C(=O)c2cccs2)c(N)c1-c1nc2ccccc2s1
i | i | O=C(CSc1nnc(C2CC2)n1-c1ccccc1)NCc1ccco1
i | i | COc1cc(=O)[nH]c(SC(C)C(=O)Nc2cc(C)on2)n1 (stereo unspecified)
i | i | CC(C)Cc1cc(C(=O)Nc2cc(Br)ccc2O)no1
i | i | NC(=O)CN1CCN(C2CC(=O)N(CCc3ccccc3)C2=O)CC1 (stereo unspecified)
i | i | CC1(C)NC(=O)N(CCCCOc2ccccc2[N+](=O)[O-])C1=O
i | i | CCCN1CCC(=O)N([C@H](CSc2ccccc2)c2ccccc2)CC1
i | i | N#Cc1cc(C(=O)c2cc(Cl)ccc2O)cn(-c2ccccc2)c1=O
i | i | CS(=O)(=O)N1CCC(C(=O)N2CCN(C(c3ccccc3)c3ccccc3)CC2)CC1
i | i | Cn1nc(-c2ccc(Cl)cc2)c2cc(C(=O)NCC3CCCO3)sc21 (stereo unspecified)
i | i | COc1ccc(S(=O)(=O)Nc2ccc3c(c2)n(C)c(=O)n3C)cc1OC
i | i | CC(C)N(Cc1nc(-c2ccccc2)no1)C(=O)Cc1ccccc1
i | i | Cc1cc(Cl)c(OCCCCN2CCOCC2)c(Br)c1
i | i | CC1(C)CC(=O)c2cnc(N3CCc4ccccc43)nc2C1
i | i | CCNC(=S)N1CCn2c(nc3ccccc32)C1
i | -10* | O=c1c2ccccc2nc(COc2ccccc2)n1/N=C/c1ccco1
i | i | COC(=O)CCNCCSc1nnc(-c2ccco2)n1Cc1ccccc1
i | i | CCC(=O)Oc1ccc2c(=O)c(-c3ccc4ccccc4n3)c(CC)oc2c1C
i | i | COc1cc(NC(=S)N2CCCC(CO)C2)c(OC)cc1Cl (stereo unspecified)
i | i | N#Cc1ccc(N2C(=O)[C@@H]3C(C(=O)c4cnccn4)=NN[C@@H]3C2=O)cc1
i | i | Cc1nnc(C)n1/N=C/c1c(O)ccc2ccccc12
i | i | COc1ccc(NC(=O)C(CC(=O)O)Cc2ccccc2)cc1 (stereo unspecified)
i | i | Cc1ccccc1C(=O)c1cccn1CC(=O)NCCCN1CC(C)CC(C)C1 (stereo unspecified)
i | i | COc1ccc(CCN2C(=O)C(Oc3ccccc3C)C2c2ccc3c(c2)OCO3)cc1 (stereo unspecified)
i | i | O=C(c1cn[nH]c1)N1CCc2c([nH]c3ccccc23)C1c1c(F)cccc1Cl (stereo unspecified)
i | i | O=C(NNC(=O)c1cc(Cl)ccc1O)c1cccs1
i | i | COc1ccc(CC(=O)O/N=C(\N)Cc2cccc3ccccc23)cc1OC
i | i | Cc1cc([N+](=O)[O-])nn1CC(=O)N/N=C/c1ccccc1O
i | i | COc1cccc(CNCCN2CCOCC2)c1OC
· | i | O=C(CSc1ccccn1)N1CCCC(Nc2ccccc2)C1 (stereo unspecified)
i | i | CCCC1CCc2c(c3ccccc3[nH]c2=O)O1 (stereo unspecified)
i | i | Cc1cccc(NC(=S)N(Cc2cccc(Br)c2)CC2CCC(C(=O)O)CC2)c1 (stereo unspecified)
i | i | COc1ccc(C2=NOC(C)(c3sc(-c4ccc(Cl)cc4)nc3C)C2)cc1 (stereo unspecified)
· | i | c1ccc2c(c1)CCOC2CNCCCN1CCCCC1 (stereo unspecified)
i | i | O=C(CSCc1ccccc1Cl)Nc1ccc(C(=O)O)cc1
i | i | O=C(O)c1cccc(N=C2NC(=O)C(CO)(CO)S2)c1
i | i | CC(=O)c1cccc(NC(=O)c2ccc(N(C)S(C)(=O)=O)cc2)c1
i | i | COc1cc(C(=O)Nc2ccc(NC(=O)c3ccco3)nc2)cc(OC)c1OC
· | i | CC(=O)c1cccc(NC(=O)/C=C/c2ccc([N+](=O)[O-])s2)c1
i | i | CN1CCN(Cc2c(O)ccc3c(=O)c(Oc4ccccc4Cl)c(C(F)(F)F)oc23)CC1

12 entries from above, arranged by heavy-atom count, falling.
CHT inh | KCNQ2 block | compound
i | i | CN1CCN(Cc2c(O)ccc3c(=O)c(Oc4ccccc4Cl)c(C(F)(F)F)oc23)CC1
i | i | CCC(=O)Oc1ccc2c(=O)c(-c3ccc4ccccc4n3)c(CC)oc2c1C
i | i | COc1ccc(CC(=O)O/N=C(\N)Cc2cccc3ccccc23)cc1OC
i | i | COC(=O)CCNCCSc1nnc(-c2ccco2)n1Cc1ccccc1
i | i | N#Cc1ccc(N2C(=O)[C@@H]3C(C(=O)c4cnccn4)=NN[C@@H]3C2=O)cc1
i | i | CC(=O)c1cccc(NC(=O)c2ccc(N(C)S(C)(=O)=O)cc2)c1
i | i | COc1ccc(NC(=O)C(CC(=O)O)Cc2ccccc2)cc1 (stereo unspecified)
i | i | O=C(CSCc1ccccc1Cl)Nc1ccc(C(=O)O)cc1
· | i | c1ccc2c(c1)CCOC2CNCCCN1CCCCC1 (stereo unspecified)
i | i | O=C(O)c1cccc(N=C2NC(=O)C(CO)(CO)S2)c1
i | i | O=C(NNC(=O)c1cc(Cl)ccc1O)c1cccs1
i | i | CCCC1CCc2c(c3ccccc3[nH]c2=O)O1 (stereo unspecified)

Carrying on:
CHT inh | KCNQ2 block | compound
i | i | CC(C)NC(=O)C1CCN(C2CCN(Cc3nc(C(C)C)cs3)CC2)CC1
i | i | Cc1nc(NC(=O)CN2CCC(O)(c3ccc(F)cc3)CC2)sc1C
i | i | Cc1ccc(OCCCN(C)C)c(Br)c1
i | i | O=C(N[C@H](CO)[C@H](O)c1ccc([N+](=O)[O-])cc1)C(Cl)Cl
i | i | CN(Cc1nc(-c2cccnc2)no1)S(=O)(=O)c1ccccc1
i | i | Cc1c(/C=N/NC(=O)CNc2ccccc2)c2ccccn2c1C(=O)c1ccncc1
i | i | COc1ccc(CNS(=O)(=O)c2ccc(S(=O)(=O)N3CCCCC3)cc2)cc1
i | i | COc1ccc(NC(=O)NCCCN2CCC(Cc3ccccc3)CC2)cc1
i | i | Cc1ccc(NC(=O)CSc2nnc(C3CCCCC3)n2N)cc1F
i | i | Cc1ccc(CNC(=O)Cc2noc3ccccc23)cc1
i | i | COc1ccc(CC(=O)NCc2n[nH]c(=S)n2-c2cccc(Cl)c2)cc1
i | i | CSc1cc(C)n(-c2ccccc2)c(=S)c1C(C)=O
i | i | CC1(C)Cc2c(sc3[nH]c(=O)n(CC(=O)NCC4CCCO4)c(=O)c23)CO1 (stereo unspecified)
i | i | COc1ccccc1NC(=O)CCSc1nnc(-c2ccncc2)o1
i | i | CS(=O)(=O)c1ccc(Cl)c(NC(=O)COC(=O)CNC(=O)c2ccc(Br)o2)c1
· | i | Cc1cccc(OCC(=O)Nc2ccc(NC(=O)c3ccco3)cc2)c1
i | i | COc1ccccc1NC(=O)C(=O)N/N=C(\C)CC(=O)Nc1ccc(OCc2ccccc2)cc1
i | i | Nc1ccccc1Nc1ccccc1
i | i | CC(=O)Nc1ccc(NC(=O)CSc2nnc(-c3cccs3)n2N)cc1
i | i | Cc1ccc(-c2noc(CCC(=O)NCCCN3CCN(c4ccc(F)cc4)CC3)n2)cc1
i | i | COc1ccc(C)cc1S(=O)(=O)N1CCCCCC1
i | i | COc1cccc(N=C2SC(C(=O)Nc3ccccc3F)CC(=O)N2C)c1 (stereo unspecified)
i | i | CC(=O)N(CN1C(=O)c2ccc([N+](=O)[O-])cc2C1=O)c1ccc(F)cc1
i | i | CCCOc1ccccc1C(=O)NC(CO)C(=O)O (stereo unspecified)
i | i | CC(C)N1CCN(S(=O)(=O)c2ccc3ccccc3c2)CC1
i | i | Cn1cc(C(CC(=O)O)C(=O)O)c2ccccc21 (stereo unspecified)
i | i | C[C@H](NC(=O)c1nc[nH]c1C(=O)N[C@@H](CCCCNC(=O)OC(C)(C)C)C(=O)OC(C)(C)C)C(=O)OC(C)(C)C
-5.2* | i | CCN(CC)c1ccc(/C=N/NC(=O)c2ccco2)c(O)c1
i | i | Cc1ccc(S(=O)(=O)N2CCCC(N3CCOCC3)C2)cc1Cl (stereo unspecified)
i | i | CCOc1ccc(S(=O)(=O)Nc2ccc(C(=O)N3CCCC3)cc2)cc1C(N)=O
i | i | Nc1ccc(C(=O)Nc2ccc(NC(=O)c3ccco3)c(O)c2)cc1
i | -5.9* | COc1cccc(-c2nc(CS(=O)(=O)CC(=O)NCc3ccccc3)c(C)o2)c1
i | i | O=C(NCC1CCCO1)c1ccc(CS(=O)(=O)c2ccc(Br)cc2)o1 (stereo unspecified)
i | i | COc1ccc([N+](=O)[O-])cc1NC(=O)CCN1CCN(C)CC1
i | i | CN1CCN(CC(O)c2ccccc2)CC1 (stereo unspecified)
i | i | Nc1nc(F)nc2c1ncn2[C@@H]1O[C@H](CO)[C@@H](O)[C@H]1O
i | i | O=C1CN(C(=O)COC(=O)C2CCN(S(=O)(=O)c3ccccc3C(F)(F)F)CC2)c2ccccc2N1
i | i | Cc1ccc(C)c(NC(=O)NNC(=O)c2ccc3ccccc3c2O)c1
i | i | Cc1ccc(NC(=O)Cn2cnc3cc([N+](=O)[O-])ccc3c2=O)c(Cl)c1
i | i | COc1ccc(-c2csc3ncnc(Oc4cccc5ccc(C)nc45)c23)cc1
i | i | CC1Cc2nc(SCC(=O)N3CCOCC3)n(C)c(=O)c2S1 (stereo unspecified)
i | i | CCN(CC)S(=O)(=O)c1ccc(Cl)c(C(=O)OCC(=O)c2c(N)n(C)c(=O)n(C)c2=O)c1
i | i | CCCCc1ccc(S(=O)(=O)N2CCN(C(=O)c3ccco3)CC2)cc1
i | i | CCc1ccn2cc(-c3ccc4c(c3)OCO4)nc2c1
i | i | CC(CNC(=O)c1cc(COc2c(F)cccc2F)on1)Oc1cccnc1 (stereo unspecified)
i | i | CC(=O)c1c(O)c2cccc3c2n(c1=O)CCC3
i | i | O=C(Nc1cc(Cl)ccc1-n1cncn1)c1cc(F)cc(F)c1
i | i | Cc1cc(/C=N/n2cnnc2)c(C)n1-c1cccc(C(=O)O)c1
i | i | COC(=O)c1c(NC(=O)c2cccnc2)sc(C)c1C
i | i | Cc1ccnc(NC(=O)Cc2ccc(F)cc2)n1

Additional entries
CHT inh | KCNQ2 block | compound
i | i | O=C(Cc1ccccc1)c1nc2ccccc2s1
i | i | CCOc1cc(CN2CCOCC2)cc(C(C)=O)c1
i | i | Cc1ncoc1C(=O)N1CCCC(C(=O)c2cccc(C(F)(F)F)c2)C1 (stereo unspecified)
i | i | CCn1c(=O)c2ccccc2n2c(SCC(N)=O)nnc12
i | i | CCN(CC)C(=S)SSC(=S)N(CC)CC
i | i | Cc1cc(NC(=O)CCCn2cc([N+](=O)[O-])cn2)n(Cc2ccc(F)cc2)n1
i | i | O=C(CSCc1cccc(Br)c1)NC1CC1
i | i | CC(=O)c1c(C)nc(-c2ccc(Cl)cc2)nc1N
i | i | c1ccc(-c2nnc(-c3ccccn3)nc2NC2CCCCC2)cc1
i | i | Cc1ccc(Oc2ncnc(N)c2[N+](=O)[O-])cc1C
i | i | Cc1ccc(C)c(N2CCN(CC3CC=CCC3)CC2)c1 (stereo unspecified)
i | i | Clc1cccc(/C=N/N2CCN(Cc3ccccc3)CC2)c1
i | i | C[C@H]1CCC[C@]2(C)C[C@H]3OC(=O)C(CN4CCCCCC4)[C@H]3C=C12 (stereo partly specified)
i | i | CC(C)COC(=O)C(N)C(C(=O)OCC(C)C)c1ccccc1 (stereo unspecified)
i | i | COC(=O)c1sccc1NC(=O)CC1C(=O)NCCN1C(=O)c1ccccc1 (stereo unspecified)
i | i | Cc1cccc2[nH]c(SCC(=O)O)nc12
i | i | Cc1cc(NC(=O)COC(=O)[C@@H](NS(=O)(=O)c2ccccc2)C(C)C)no1
i | i | O=C(CSc1n[nH]c(-c2cccnc2)n1)Nc1ccc([N+](=O)[O-])cc1Br
i | i | O=C(NCc1ccc2c(c1)OCO2)c1ccc2c(c1)N(Cc1c(F)cccc1Cl)C(=O)CS2
i | i | CCOc1ccc(CNC(=O)CCc2cn(Cc3ccccc3)c3ccccc23)cc1
i | i | COc1cc(NC(=O)CN(c2ccc(C)cc2)S(=O)(=O)c2c(C)noc2C)cc(OC)c1
· | i | COc1cccc2c(SCC(=O)N/N=C/c3ccc(O)cc3O)cc(C)nc12
i | i | CNc1c(N=Cc2cccnc2)c(=O)n(C)c(=O)n1C
i | i | CCCNC(=O)COc1cccc(C(=O)NCc2ccccc2)c1
i | i | CCOc1ccc(CC(=O)N2N=C(C)CC2(O)C(F)(F)F)cc1 (stereo unspecified)
i | i | CCOc1ccc(CCNC(=O)Cn2c(=O)oc3ccccc32)cc1OCC

4 compounds from above, arranged by molar mass, falling.
CHT inh | KCNQ2 block | compound
i | i | O=C(NCC1CCCO1)c1ccc(CS(=O)(=O)c2ccc(Br)cc2)o1 (stereo unspecified)
i | i | CC(=O)Nc1ccc(NC(=O)CSc2nnc(-c3cccs3)n2N)cc1
i | i | COc1cccc(N=C2SC(C(=O)Nc3ccccc3F)CC(=O)N2C)c1 (stereo unspecified)
i | i | CCOc1ccc(CCNC(=O)Cn2c(=O)oc3ccccc32)cc1OCC
